NALP1 inh: inhibitors of NALP1 inflammasome in yeast; AID 2071; inhibition, % at 10 µM; S. cerevisiae NALP1/ASC/caspase-1 growth, X-gal OD620, 72 h; actives 0.61% (n = 280,000); in the data active = inhibition mostly above about 24%, no sharp cut-off; inactive = mostly below about 32%; note: some compounds called inactive have numbers as strong as hits
PfM18AAP inh: blocks P. falciparum M18 aspartyl aminopeptidase. recombinant PfM18AAP, H-Glu-NHMec fluorogenic cleavage. inhibition, % at 7.35 µM. actives 1.2% (n = 290,000). AID 1822;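 active = inhibition above the campaign mean inhibition over all tested compounds plus 3 SD, cut at about 28% in these data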;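 note: 0% = plate median of test compound wells and 100% = 2 mM ZnCl2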
IMP-1 inhibitor: blocks Pseudomonas aeruginosa IMP-1 metallo-beta-lactamase | AID 1556 | actives 0.45% (n = 290,000) | purified IMP-1, nitrocefin hydrolysis, epi-absorbance fluorescence | inhibition, % at 5.6 µM;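 active = inhibition above the mean plus 3 SD of all compounds in the same screening run, cut at about 4.5% in these data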;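 note: 0% = IMP-1 with DMSO and 100% = DMSO wells lacking enzyme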
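System: Purified IMP-1 | Read-out basis: Percent enzyme inhibition | Controls: IMP-1 with DMSO as 0%, enzyme-free DMSO as 100% | Replicates: One well per compound | Doses: 5.6 µM nominal single concentration | Detection: Epi-absorbance fluorescence, 480 nm excitation, 530 nm emission | Incubation: 25 °C, 15 min preincubation, 25 min reaction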
UBC9 SUMO inh: inhibitors of human SUMOylation (UBC9); P63279; HTRF SUMOylation assay, SAE1/SAE2 + UBC9, in vitro; inhibition, % at 35 µM; actives 0.36% (n = 290,000); AID 2006; in the data active = inhibition above about 50%, passing the limit was not always enough; note: strong numbers were not always called active
Target sequence (P63279 whole entry, looked up): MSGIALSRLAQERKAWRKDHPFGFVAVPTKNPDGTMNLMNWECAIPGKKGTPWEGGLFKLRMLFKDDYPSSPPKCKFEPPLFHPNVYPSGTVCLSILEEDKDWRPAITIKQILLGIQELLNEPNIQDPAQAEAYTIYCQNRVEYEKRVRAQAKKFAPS
DNA FID counter: fluorescent intercalator displacement, NS3 helicase counter-screen. DNA fluorescent intercalator displacement, fluorescence. inhibition, % at 7.9 µM. actives 0.17% (n = 290,000). AID 1845; in the data active = inhibition above about 37%;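 note: 0% = vehicle and 100% = reference compound; higher means more ethidium bromide displaced from hairpin DNA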
NS3 helicase inh: HCV NS3 helicase inhibition. NS3 helicase DNA unwinding, Cy5 molecular beacon fluorescence. inhibition, % at 10.9 µM. actives 0.56% (n = 290,000);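 active = inhibition above the mean of all tested compounds plus 3 SD, set per campaign, cut at about 35% in these data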;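 note: 0% = DMSO wells and 100% = thioflavine S control wells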
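Test system: hepatitis C virus NS3 helicase domain fragment enzyme. Also added: annealed dual-labelled DNA beacon duplex, ATP-started. Timing: 60 min unwinding reaction at 25 °C after ATP addition. Technique: Cy5 fluorescence. Measure: % inhibition of unwinding.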
MEKK2 WT-MEK5: raises or lowers MEK5 binding to wildtype human MEKK2 PB1 domain; Q9Y2U5; bead flow cytometry, Alexa488-MEK5 binding to MEKK2 WT; actives lie on both sides; binding response (% of control), % at 10 µM; actives 1.1% (n = 290,000); AID 1531; in the data active = binding response below about 67% or above about 130%
MEKK2 mut-MEK5: signal of MEK5 binding to mutant human MEKK2 PB1 domain; bead flow cytometry, Alexa488-MEK5 binding to MEKK2 mutant; percent response, % at 10 µM; actives 0.35% (n = 290,000); in the data active = percent response above about 24%, passing the limit was not always enough; note: inactives centre near 1; some results filed as inactive read as strong as hits
VIM-2 inhibitor: inhibitors of Pseudomonas aeruginosa VIM-2 metallo-beta-lactamase. inhibition, % at 5.6 µM. actives 0.89% (n = 290,000). AID 1527. purified VIM-2, nitrocefin hydrolysis, epi-absorbance fluorescence;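 active = inhibition above the mean of all tested compounds plus 3 SD, cutoff set per screening run, cut at about 7.5% in these data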;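 note: red hydrolysis product quenches plate fluorescence so inhibitors raise well fluorescence; 0% = enzyme with DMSO and 100% = DMSO without enzyme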
Active calls of the source: *; . = no result given; [ ] = dose if it differs, or a comment.

SMILES	NALP1 inh	PfM18AAP inh	IMP-1 inhibitor	UBC9 SUMO inh	DNA FID counter	NS3 helicase inh	MEKK2 WT-MEK5	MEKK2 mut-MEK5	VIM-2 inhibitor
COc1cc(NC(=O)c2cc(CC(C)C)on2)c(OC)cc1Cl	24	-6	-1.0	-6	1	8	107	0	-3.3
COCCNC(=O)CCCn1c(=O)c2cc(OC)c(OC)cc2n(CC(=O)Nc2ccc(C)c(F)c2)c1=O	-22	-2	-0.1	11	-2	5	92	-3	1.6
CC1CCCN(C(=O)CN2C(=O)C(C)Oc3ccccc32)C1 (stereo not drawn)	-16	-10	-1.0	4	-5	20	102	4	-3.3
CC(C)OCCCNC(=O)CCCC(=O)Nc1ccc(OCCc2ccccc2)cc1	18	-4	-0.9	-3	-49	-15	94	-11	0.5
CC(=O)Nc1ccc(S(=O)(=O)NCCSCc2c(Cl)cccc2Cl)cc1	32	3	-3.2	-11	-13	-12	100	2	-2.4
COc1ccc(NC(=S)N2CCC(c3nc4ccccc4[nH]3)CC2)c(OC)c1	21	4	-1.2	4	-1	-13	102	0	-2.4
CC(/C=C(\NC(=O)c1ccccc1)C(=O)N=Nc1c(O)[nH]c2ccc(C)cc12)=C\c1ccccc1	8	-3	-2.5	17	1	-6	88	-8	-4.5
Cc1ccc(-c2n[nH]c3c2C(c2ccccc2)N(c2ccc(C(=O)O)cc2)C3=O)cc1 (stereo not drawn)	.	0	-3.8	5	-36	7	99	-1	-2.7
O=C(NCCC(=O)N1CCN(c2ncccn2)CC1)c1ccccc1	28	2	-4.6	1	-2	-1	99	-4	-4.7
NC(=O)NC(=O)COC(=O)[C@H](Cc1ccccc1)NC(=O)c1cccs1	23	2	-3.2	16	0	9	98	-3	-4.0
Cc1ccc(C)c(-c2nc3ccc(N)cc3[nH]2)c1	-2	-1	-2.2	50*	2	-4	33*[inhibitor]	13	-5.5
c1coc(-c2nn3c(-c4ccco4)nnc3s2)c1	31	2	-2.7	39	-1	-1	.	.	-0.3
N#C/C(=C\c1ccc[nH]1)Sc1nc2ccccc2s1	37	2	-4.2	-31	-1	-4	94	-10	-4.6
COc1ccc(C2CC(c3ccccc3)=NN2c2ccc(N)cc2)cc1 (stereo not drawn)	34	7	-2.0	11	-7	14	89	-2	-5.3
COc1cc(C(=O)NC(=S)Nc2ccc3[nH]c(=O)[nH]c3c2)cc(OC)c1OC	-9	7	-0.3	-20	-23	-3	106	0	-1.1
CCOC(=O)CSC1=C(C#N)C(c2ccc(C)cc2)C2=C(CCCC2=O)N1 (stereo not drawn)	9	22	-5.0	9	-14	6	104	2	-5.8
COc1cccc(C(=O)NCC(=O)N/N=C/c2ccc(OC(=O)c3cccs3)c(OC)c2)c1	2	-8	-0.7	-10	-16	26	87	-6	0.4
Cc1cc2cc(CNC(=O)C(C)Oc3ccccc3)ccc2n1C (stereo not drawn)	.	6	1.1	-9	-21	12	107	18	-2.6
CCNC(=O)NC(=O)C(C)Sc1ncc(C(F)(F)F)cc1Cl (stereo not drawn)	7	6	-1.6	-1	2	2	92	-7	-5.9
CC(C)CN(CC(C)C)S(=O)(=O)N1CCC(C(=O)N2CCc3ccccc3C2)CC1	8	-11	-2.6	1	-3	-1	90	-2	-1.7
O=C(NNC(=O)c1cc2ccccc2oc1=O)c1ccccc1[N+](=O)[O-]	-2	9	-3.5	16	4	1	112	14	-0.3
Cc1ccc(NC(=O)CCNS(=O)(=O)c2ccc3[nH]c(=O)oc3c2)cc1C	27	2	-0.4	18	-6	10	101	-3	0.6
Cc1oc(/N=C/c2cccc3ccccc23)c(C#N)c1C	10	-1	0.8	1	-1	-3	97	4	-0.5
COc1ccc(Nc2nc3[nH]c(=O)cc(O)c3s2)cc1	-1	4	-1.0	13	-3	13	104	-1	-3.8
CCOC(=O)c1[nH]c2ccc(F)cc2c1NC(=O)c1cc(OC)c(OC)c(OC)c1	28	2	-1.7	11	-15	1	102	6	-8.4
O=C(NCc1ccc2c(c1)OCO2)C(=O)NCC1OCCCN1S(=O)(=O)c1ccc(F)cc1 (stereo not drawn)	8	2	-2.0	6	-23	6	109	11	0.6
Cc1cc(C(=O)COC(=O)Cn2c(C(F)(F)F)nc3ccccc32)c(C)n1Cc1ccco1	-4	-9	-1.1	8	-17	-4	87	-1	-1.0
O=C(CNC(=O)c1ccc(Br)cc1)N/N=C/c1cccnc1	6	-1	-1.0	18	-9	-2	97	-1	-1.4
Cc1ccc(OCC(O)CNC2CCCC2)cc1C (stereo not drawn)	17	-1	-2.3	12	6	-1	105	12	-1.8
CN(Cc1ccccc1)C(=O)c1ccccc1-c1ccccc1	12	1	-3.1	-4	-14	0	97	-1	-0.9

Four entries from above, with two lines to a compound:
Every second line gives: NALP1 inh | PfM18AAP inh | IMP-1 inhibitor | UBC9 SUMO inh | DNA FID counter | NS3 helicase inh | MEKK2 WT-MEK5 | MEKK2 mut-MEK5 | VIM-2 inhibitor
> COc1ccc(Nc2nc3[nH]c(=O)cc(O)c3s2)cc1
  -1 | 4 | -1.0 | 13 | -3 | 13 | 104 | -1 | -3.8
> CCOC(=O)c1[nH]c2ccc(F)cc2c1NC(=O)c1cc(OC)c(OC)c(OC)c1
  28 | 2 | -1.7 | 11 | -15 | 1 | 102 | 6 | -8.4
> O=C(NCc1ccc2c(c1)OCO2)C(=O)NCC1OCCCN1S(=O)(=O)c1ccc(F)cc1 (stereo not drawn)
  8 | 2 | -2.0 | 6 | -23 | 6 | 109 | 11 | 0.6
> Cc1cc(C(=O)COC(=O)Cn2c(C(F)(F)F)nc3ccccc32)c(C)n1Cc1ccco1
  -4 | -9 | -1.1 | 8 | -17 | -4 | 87 | -1 | -1.0

One compound at a time (already shown). Screens in order: NALP1 inh	PfM18AAP inh	IMP-1 inhibitor	UBC9 SUMO inh	DNA FID counter	NS3 helicase inh	MEKK2 WT-MEK5	MEKK2 mut-MEK5	VIM-2 inhibitor
Cc1oc(/N=C/c2cccc3ccccc23)c(C#N)c1C in the list: 10	-1	0.8	1	-1	-3	97	4	-0.5
Cc1cc(C(=O)COC(=O)Cn2c(C(F)(F)F)nc3ccccc32)c(C)n1Cc1ccco1 in the list: -4	-9	-1.1	8	-17	-4	87	-1	-1.0

Remaining list, next part:
SMILES	NALP1 inh	PfM18AAP inh	IMP-1 inhibitor	UBC9 SUMO inh	DNA FID counter	NS3 helicase inh	MEKK2 WT-MEK5	MEKK2 mut-MEK5	VIM-2 inhibitor
Cc1cc(COC(=O)C2N3C(=O)[C@@H](NC(=O)COc4ccccc4)[C@H]3SC2(C)C)on1 (stereo partly drawn)	-6	-4	0.5	7	-40	23	105	2	2.0
CCNc1ccc(S(=O)(=O)N(C)C)cc1NCC(=O)Nc1ccccc1Br	-12	8	0.5	19	-10	-2	94	-6	0.1
O=c1[nH]c(/C=C/c2cccc3ccccc23)nc2ccccc12	1	8	-1.5	19	-16	5	95	1	-0.9
O=C1COc2ccc(S(=O)(=O)N3CCN(c4cccc(Cl)c4)CC3)cc2N1	-31	-4	-1.2	7	-7	13	98	-1	-2.5
COc1ccc(OC)c(NC(=O)C(CC(=O)O)NCc2ccco2)c1 (stereo not drawn)	12	11	-3.2	4	-8	0	109	7	-0.7
CCC(C)(C(=O)NC1CCCCC1)N(CC1CCCO1)C(=O)c1ccccn1 (stereo not drawn)	9	2	1.9	19	-22	8	102	-1	0.1
CCOc1ccc(Oc2nc(NCC(C)C)nc(OC)n2)nn1	26	2	-3.7	-5	-3	13	101	-3	-3.9
O=C(CCc1nnc(C2CCCCC2)o1)NCc1cccc(-n2cccn2)c1	10	-5	-1.6	11	-25	4	104	8	-2.8
CC(NC(=O)c1ccccc1)c1nc2ccccc2n1Cc1ccc(C#N)cc1 (stereo not drawn)	9	11	-2.1	19	-17	-1	105	11	0.7
Cc1ccc(C(O)c2ccncc2)cc1 (stereo not drawn)	3	-7	-1.7	8	2	12	102	1	-0.1
CCN1CNC(=S)N(Cc2ccccc2)C1	20	-17	-1.1	-21	3	-3	98	-2	1.0
CCOC(=O)c1sc2nc(NC(=O)C(C)(C)C)sc2c1C	4	-5	-3.3	-5	-9	-11	.	.	0.0
CN(C)c1ccc(/C=N/NC(=O)CN2CCCCC2)cc1Br	17	-7	-0.1	-5	-2	-11	111	5	-1.1
Cc1cc(NC(=O)c2noc3c2CCCCC3)nn1Cc1ccc(Cl)cc1	-3	9	1.4	21	-2	-4	99	-1	2.0
COCCNC(=S)N(CCc1c(C)[nH]c2ccc(OC)cc12)Cc1cccnc1	2	1	-1.4	7	-23	-8	98	10	-2.4
O=S(=O)(Nc1ccc(-c2nnc(SCc3ccc(Cl)cc3)o2)cc1)c1ccccc1	10	-11	-3.4	-25	-12	9	115	3	-2.4
COC(=O)c1cc(-c2ccc(F)cc2)n(-c2ccccc2)n1	7	-3	1.1	-7	-24	-11	105	0	0.3
CC(C)CC(=O)NC(=S)Nc1ccc(S(=O)(=O)N2CCCC2)cc1	7	2	0.3	-2	-9	-5	92	-11	-0.4
O=C(CS(=O)(=O)c1ccccc1)Nc1nnc(Cc2ccccc2)s1	14	8	-1.3	13	-33	1	97	-3	-1.9
COc1ccc(C(=O)CCNc2cccc(Cl)c2)cc1	27	-7	-3.8	0	6	-6	112	13	-3.9
CC(=O)Nc1c(C#N)c(C(C)(C)C)cn1C	2	7	-2.3	19	-1	-2	98	-4	-4.3
COc1cc(C2C3C(=O)N(c4ccccc4)C(=O)C3ON2c2ccccc2)cc(OC)c1OC (stereo not drawn)	-14	-3	1.5	-11	-35	-15	113	14	-1.6
CNC(=O)C1=C(C)Nc2nc3ccccc3n2C1c1ccc(F)cc1 (stereo not drawn)	.	-3	-1.0	29	-3	-12	98	-2	-2.3
CC(=O)Nc1ccc(S(=O)(=O)NC2(C(F)(F)F)C(=O)NC(C)=C2C#N)cc1 (stereo not drawn)	18	3	-1.5	6	4	1	92	-10	-2.6
Cc1cccc(N(CC(=O)N2CCCC2)S(=O)(=O)c2ccccc2)c1C	20	4	-1.2	14	-22	11	95	-7	-2.3
CC(/C=C/c1ccco1)=N\NC(=O)CNc1ccc2ccccc2c1	20*	3	-0.8	16	-7	7	78	-13	2.0
Cc1nnc(SCC(=O)Nc2ccc(Cl)cn2)n1Cc1ccccc1	26	3	-3.0	18	-6	0	99	-1	-3.5
